Fam108B counter: counter-screen for RBBP9 inhibitors: inhibitors of mouse Fam108B | recombinant Fam108B, FP-Rh probe fluorescence polarization | inhibition, % at 9.51 µM | actives 0.33% (n = 300,000) | AID 1947;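 active = inhibition above the screen mean inhibition plus 3 SD, computed separately per campaign, cut at about 18% in these data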;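 note: inhibitors lower polarization as less probe binds the enzyme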
Efflux pump inh: antifungal efflux pump inhibition, Nile Red retention | S. cerevisiae Candida pump triplex | actives 0.44% (n = 330,000) | AID 485275 | inhibition, % at 10 µM;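 active = plate passing quality check with inhibition over a set limit, or well fluorescence over plate mean plus 4 SD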;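 note: Nile Red retained in pooled yeast measured as flow cytometry median fluorescence; 0% = buffer negative control and 100% = Enniatin B positive control; higher means more Nile Red kept so more efflux inhibition; some compounds called inactive have numbers as strong as hits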
EBNA-1 inh: blocks EBNA-1 binding to DNA; inhibition, % at 14.8 µM; EBNA-1 DNA binding, fluorescence polarization; actives 0.34% (n = 300,000); AID 1950; in the data active = inhibition above about 28%
GLD-1 RNA inh: GLD-1-TGE RNA interaction inhibition (C. elegans); purified GLD-1 + fluorescein TGE RNA, fluorescence polarization; inhibition, % at 5.96 µM; actives 0.44% (n = 320,000);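 active = percent inhibition above a per-plate cutoff, the plate mean of test compounds plus 3 SD, cut at about 30% in these data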;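 note: 0% = DMSO wells with GLD-1 and probe and 100% = wells lacking GLD-1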
Yeast superoxide: lowers age-related superoxide in aged yeast cells. S. cerevisiae aged cells, superoxide DHE fluorescence; hits give low values. superoxide response (% of plate mean), % at 10 µM. actives 0.18% (n = 330,000). AID 2690;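 active = superoxide response under a set limit, about three screen SD below normal, cut at about 65% in these data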;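 note: yeast aged for seven days with compound at 30 °C before DHE staining; 100% = average MFI of all compound-treated wells on the plate with controls excluded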
MCL1-BIM inh: disrupts human MCL1 binding to BIM-BH3 peptide. GST-MCL1 / FITC-Bim-BH3 fluorescence polarization. inhibition, % at 10.9 µM. actives 0.68% (n = 320,000). AID 2057;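 active = inhibition above the mean inhibition of all tested compounds plus 3 SD, set per campaign, cut at about 40% in these data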;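 note: 0% = DMSO wells and 100% = unlabeled Bim-BH3 peptide control; higher means more loss of mP so more displacement of Bim peptide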
MEX-5 binding: C. elegans MEX-5 TCR-2 RNA binding activity; MEX-5/FITC-TCR2 RNA binding, fluorescence polarization; hits give low values; Q9XUB2; activity score (negative = inhibition of binding), % at 10 µM; actives 0.38% (n = 300,000);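 active = inhibition past about -25% in most replicates, and total fluorescence under double the plate's negative control median, limit read from the data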;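 note: 0% = DMSO and -100% = 5 µM competing unlabeled TCR2 RNA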
Target sequence (Q9XUB2 whole entry, looked up): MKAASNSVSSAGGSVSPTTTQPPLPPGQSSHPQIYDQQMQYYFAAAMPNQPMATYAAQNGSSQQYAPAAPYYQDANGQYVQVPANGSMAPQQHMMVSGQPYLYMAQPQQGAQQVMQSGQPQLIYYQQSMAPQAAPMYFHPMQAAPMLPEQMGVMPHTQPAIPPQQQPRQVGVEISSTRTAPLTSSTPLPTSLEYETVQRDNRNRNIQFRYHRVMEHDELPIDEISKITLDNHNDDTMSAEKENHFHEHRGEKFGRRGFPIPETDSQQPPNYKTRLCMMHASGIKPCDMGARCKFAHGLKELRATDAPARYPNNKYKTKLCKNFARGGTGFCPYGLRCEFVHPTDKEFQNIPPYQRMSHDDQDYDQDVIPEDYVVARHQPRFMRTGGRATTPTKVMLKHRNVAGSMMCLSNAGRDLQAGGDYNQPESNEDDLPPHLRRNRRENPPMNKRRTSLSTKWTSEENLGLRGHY
Bcl-xL primary: inhibitors of human Bcl-xL; inhibition, % at 10.9 µM; GST-Bcl-xL / FITC-Bim BH3 peptide fluorescence polarization; actives 0.7% (n = 320,000);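 active = inhibition above the mean of all tested compounds plus 3 SD, cutoff set per campaign, cut at about 30% in these data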;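 note: 0% = DMSO wells and 100% = unlabeled Bim-BH3 peptide competitor; inhibitors lower millipolarization by displacing the labeled peptide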
Target sequence (Q07817 whole entry, looked up): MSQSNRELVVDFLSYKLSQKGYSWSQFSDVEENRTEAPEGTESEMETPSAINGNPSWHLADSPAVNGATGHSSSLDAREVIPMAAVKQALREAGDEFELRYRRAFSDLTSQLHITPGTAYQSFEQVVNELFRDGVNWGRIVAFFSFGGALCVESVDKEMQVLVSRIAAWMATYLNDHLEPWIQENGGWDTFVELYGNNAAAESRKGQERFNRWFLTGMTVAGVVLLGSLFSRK
ZTA DNA inh: ZTA (EBV) inhibition in EBNA-1 counter-screen; actives 0.15% (n = 320,000); inhibition, % at 11 µM; ZTA-DNA binding, fluorescence polarization; AID 2234; P03206; in the data active = inhibition above about 33%
Target sequence (P03206 whole entry, looked up): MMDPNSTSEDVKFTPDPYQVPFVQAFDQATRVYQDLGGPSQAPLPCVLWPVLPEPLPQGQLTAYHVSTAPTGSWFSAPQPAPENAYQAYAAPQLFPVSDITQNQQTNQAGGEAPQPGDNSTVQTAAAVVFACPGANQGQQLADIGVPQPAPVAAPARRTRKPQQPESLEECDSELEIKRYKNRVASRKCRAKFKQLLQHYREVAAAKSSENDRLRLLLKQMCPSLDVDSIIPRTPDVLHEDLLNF
Numbers without * were called inactive; nt = not tested or not shown.

SMILES	Fam108B counter	Efflux pump inh	EBNA-1 inh	GLD-1 RNA inh	Yeast superoxide	MCL1-BIM inh	MEX-5 binding	Bcl-xL primary	ZTA DNA inh
COc1ccc(C(=O)Oc2cc(/C=N/NS(=O)(=O)c3ccc(C)cc3)ccc2OC)cc1	-11	0.1	10	-2	88	8	1.3	9	14
Cc1ccc(Cl)cc1NC(=O)COC(=O)c1ccccc1O	-2	-0.1	-6	3	99	7	-2.1	-2	-28
C=CCOc1ccc2nnc(C)n2n1	1	0.0	-1	-3	97	7	-0.1	7	-8
CCCC(=O)Nc1nnc(-c2ccc(Cl)s2)o1	-1	-0.1	1	-1	103	4	-2.0	1	-10
O=c1c2ccccc2ncn1CCCSc1ccccc1	-6	0.0	1	-10	104	6	-1.8	5	12
CN1CCN(C(=O)c2cc3nc(-c4ccc(F)cc4)cc(C(F)(F)F)n3n2)CC1	-1	0.0	2	-3	86	9	2.9	2	-3
COc1ccc(-c2sc3cc(OC)c(OC)cc3c2C#CC(C)(C)O)cc1	nt	-0.3	nt	-5	91	11	nt	4	21
CCC(C)c1ccccc1NC(=O)c1[nH]c(C)c(C(C)=O)c1C (stereo not drawn)	-2	-0.1	-7	-1	110	1	0.5	4	-9
COc1ccc(-c2c3c(nc4sc(C(=O)Nc5cc(C)on5)c(N)c24)CCC3)cc1	-1	-0.1	0	6	111	7	-11	8	8
COc1ccccc1CNC(=O)C(C)NS(=O)(=O)c1ccc(C)cc1 (stereo not drawn)	-4	0.2	-8	-2	144	-11	1.1	-6	-10
O=S(=O)(c1ccc2ccccc2c1)n1cnc2ccccc21	1	-0.1	-3	7	87	6	-0.7	11	-1
Cc1ccc(C(=O)O)cc1NC(=O)CCc1ccccc1	-1	-0.2	-3	-1	107	3	-0.2	4	-9
CC/C(C)=C1\SC(N2CCN(C(C)=O)CC2)=NC1=O	5	0.0	7	2	103	4	1.5	0	-2
CC(=O)Nc1cc(S(=O)(=O)Nc2ccccc2C)c(C)cc1C	1	-0.1	8	-1	96	-5	-1.5	5	18
CC1CCc2c(C(=O)Nc3ccccn3)csc2C1 (stereo not drawn)	-1	0.1	-6	2	107	-8	1.8	2	3
COCCCn1c(SCC(=O)Nc2nnc(C)s2)nnc1-c1ccoc1C	3	-0.2	-3	4	101	-9	-0.6	-2	2
CC(=O)Nc1ccc(SCC(=O)O)cc1	6	0.0	-4	-5	124	5	-3.4	2	-9
COc1cccc(OC)c1OCCCN1CCOCC1	1	0.0	5	0	97	9	2.8	4	13
COc1ccccc1NC(=O)c1cc(=O)[nH]c2ccccc12	3	0.0	-7	6	99	3	3.9	3	-23
CCN(CC)c1nc(N)c(C#N)c(CC#N)c1C#N	0	0.1	-6	-3	111	-10	-2.8	-8	-4
CCN(Cc1cnn(C)c1)Cc1nc(Cc2ccccc2Cl)no1	1	0.1	-3	1	98	6	0.6	5	6
COc1ccccc1N1C(=O)CC(N(O)c2ccccc2)C1=O (stereo not drawn)	-3	-0.1	-6	2	104	-8	0.5	1	-24
O=C(CSc1nc2ccccc2o1)N/N=C/c1ccc(C(=O)O)cc1	2	0.0	-5	12	94	3	-0.7	7	-8
COc1ccc(-c2nc3ccccc3c(=O)n2N)cc1	0	-0.1	0	-7	105	-3	1.0	1	-14
CC12CS(=O)(=O)CC1SC(=S)N2Cc1ccccc1 (stereo not drawn)	7	-0.1	5	2	112	0	-1.5	7	4
Cc1cc(Nc2ccccc2Cl)n2nnnc2n1	3	-0.1	-3	3	94	-6	1.4	-3	6
O=C1CC(N2CCSCC2)C(=O)N1c1cccc(Cl)c1 (stereo not drawn)	-1	0.2	-3	5	104	10	3.5	4	2
O=C(/C=C/c1ccccc1)NC(N1CCOCC1)C(Cl)(Cl)Cl (stereo not drawn)	0	0.1	-4	2	107	-11	-0.3	4	-1
C(=N\Nc1nn2cnnc2c2ccccc12)/c1ccco1	1	0.2	-14	4	106	2	-2.5	1	-10
Cc1oc(C(C)(C)C)cc1C(=O)Nc1ccc2c(c1)OCO2	0	0.0	1	2	103	1	-3.6	-1	6
O=C1OC(c2ccc(Cl)cc2)/C(=C(/O)c2ccccc2)C1=O (stereo not drawn)	5	-0.1	4	4	111	5	1.6	1	-1
CCN(CC)S(=O)(=O)c1ccc(N2CCOCC2)c(NC(=O)c2cc(=O)[nH]c3ccccc23)c1	-2	1.0	-5	-3	87	-23	0.0	-11	-6
Cc1nc(C/C(=N\Nc2ccccc2)c2ccc(O)cc2O)cs1	7	0.0	-2	3	81	11	1.1	10	1
COc1ccc(/C(O)=C2/C(=O)C(=O)N(c3ncccn3)C2c2ccc(OC)c(OC)c2)cc1 (stereo not drawn)	3	-0.2	7	1	113	-6	2.5	0	8
Cc1ccc(CS(=O)(=O)c2cn(CC(=O)N3CCOCC3)c3ccccc23)cc1	3	0.4	-1	2	99	4	2.6	3	14
Nc1nc(NCCOCCO)nc(NC2CCCCC2)c1[N+](=O)[O-]	-6	0.0	-8	-4	101	4	1.6	4	-5
COc1ccc(S(=O)(=O)NC2CC(=O)N(c3ccccc3)C2)cc1C (stereo not drawn)	2	-0.3	6	4	114	0	1.9	5	-21
O=C(CSc1nnc2n(C3CCCC3)c(=O)c3ccccc3n12)N1CCCCCC1	3	0.0	-1	-1	90	2	-0.8	-1	6
CCN(CC(=O)Nc1sc2c(c1C#N)CCC(C)C2)CC(=O)NC1CCS(=O)(=O)C1 (stereo not drawn)	-5	0.0	6	-3	85	-6	1.6	3	18
COC(=O)c1n[nH]c2ccccc12	5	-0.1	6	0	104	2	2.9	8	21
Cc1[nH]c2ccccc2c1C(=O)C(=O)N1CCN(c2ccccc2Cl)CC1	-7	0.1	-21	-7	130	-11	-0.5	-2	-6
Nc1nc(N)nc(COc2ccccc2)n1	-5	0.0	1	5	97	2	1.4	2	13
CCCNC(=S)N1CCC(C(=O)c2ccc3c(c2)OCCO3)CC1	0	-0.2	0	0	115	6	-0.1	7	-3
CCN(CC)c1ccc(S(=O)(=O)N2CCOCC2)cc1NC(=O)c1cc(=O)c2ccccc2o1	2	0.0	8	-7	103	-5	-0.4	0	5
COc1cc(/C=C2\SC(=Nc3ccccc3)N(Cc3ccco3)C2=O)ccc1OC(C)C(=O)O (stereo not drawn)	1	-0.2	22	-2	124	8	-2.7	4	5

14 compounds out of the list, ordered by formula weight, highest first:
SMILES	Fam108B counter	Efflux pump inh	EBNA-1 inh	GLD-1 RNA inh	Yeast superoxide	MCL1-BIM inh	MEX-5 binding	Bcl-xL primary	ZTA DNA inh
CCN(CC)S(=O)(=O)c1ccc(N2CCOCC2)c(NC(=O)c2cc(=O)[nH]c3ccccc23)c1	-2	1.0	-5	-3	87	-23	0.0	-11	-6
COc1cc(/C=C2\SC(=Nc3ccccc3)N(Cc3ccco3)C2=O)ccc1OC(C)C(=O)O (stereo not drawn)	1	-0.2	22	-2	124	8	-2.7	4	5
CCN(CC(=O)Nc1sc2c(c1C#N)CCC(C)C2)CC(=O)NC1CCS(=O)(=O)C1 (stereo not drawn)	-5	0.0	6	-3	85	-6	1.6	3	18
COc1ccc(/C(O)=C2/C(=O)C(=O)N(c3ncccn3)C2c2ccc(OC)c(OC)c2)cc1 (stereo not drawn)	3	-0.2	7	1	113	-6	2.5	0	8
O=C(CSc1nnc2n(C3CCCC3)c(=O)c3ccccc3n12)N1CCCCCC1	3	0.0	-1	-1	90	2	-0.8	-1	6
Cc1ccc(CS(=O)(=O)c2cn(CC(=O)N3CCOCC3)c3ccccc23)cc1	3	0.4	-1	2	99	4	2.6	3	14
Cc1[nH]c2ccccc2c1C(=O)C(=O)N1CCN(c2ccccc2Cl)CC1	-7	0.1	-21	-7	130	-11	-0.5	-2	-6
COc1ccc(S(=O)(=O)NC2CC(=O)N(c3ccccc3)C2)cc1C (stereo not drawn)	2	-0.3	6	4	114	0	1.9	5	-21
CCCNC(=S)N1CCC(C(=O)c2ccc3c(c2)OCCO3)CC1	0	-0.2	0	0	115	6	-0.1	7	-3
Cc1nc(C/C(=N\Nc2ccccc2)c2ccc(O)cc2O)cs1	7	0.0	-2	3	81	11	1.1	10	1
O=C1OC(c2ccc(Cl)cc2)/C(=C(/O)c2ccccc2)C1=O (stereo not drawn)	5	-0.1	4	4	111	5	1.6	1	-1
Cc1oc(C(C)(C)C)cc1C(=O)Nc1ccc2c(c1)OCO2	0	0.0	1	2	103	1	-3.6	-1	6
Nc1nc(N)nc(COc2ccccc2)n1	-5	0.0	1	5	97	2	1.4	2	13
COC(=O)c1n[nH]c2ccccc12	5	-0.1	6	0	104	2	2.9	8	21

The listing continues.
SMILES	Fam108B counter	Efflux pump inh	EBNA-1 inh	GLD-1 RNA inh	Yeast superoxide	MCL1-BIM inh	MEX-5 binding	Bcl-xL primary	ZTA DNA inh
COc1cc(OC)nc(NC(=O)CSc2nc3ccccc3o2)n1	0	0.0	4	0	87	-4	0.5	0	-11
O=C(CCn1nnc2ccccc2c1=O)NCC1CCC(C(=O)O)CC1 (stereo not drawn)	-2	-0.1	5	3	109	11	-3.8	11	5
CC(=O)N1c2c(cc(Br)cc2S(=O)(=O)Nc2c(C)n(C)n(-c3ccccc3)c2=O)CC1C (stereo not drawn)	-1	0.1	-1	0	91	2	0.1	3	-6
CSc1nc(NCc2ccco2)c2c3c(sc2n1)CN(C)CC3	1	0.1	-5	-7	107	17	0.0	16	0
CCOc1ccc(S(=O)(=O)Nc2nc3ccc(OC)cc3s2)cc1	-2	-0.2	5	39*	102	0	-0.4	3	16
Cc1cc(OCC(=O)N(C)C2CCCCC2)ccc1Cl	-1	0.1	-22	-7	90	-1	0.7	5	1
COc1cc(OC)cc(C(=O)N[C@H](C(=O)OCn2nnc3ccccc3c2=O)C(C)C)c1	3	0.1	-7	-2	104	1	2.3	3	16
O=C(NCc1ccccc1)c1cc2ccc(O)cc2oc1=O	4	0.3	-8	16	97	4	1.1	7	6
CCOc1ccc(NC(=O)C2=C(C)NC(=S)NC2c2ccc(O)c(OC)c2)cc1 (stereo not drawn)	-2	0.1	2	2	117	-10	-1.1	-2	-1
O=c1[nH]c(-c2ccccn2)cc2ccccc12	4	-0.6	13	3	101	8	-4.5	-1	-5
CCC(=O)N(C)CCc1cc2c(c(OC)c1/C=N/Nc1ccc(C(=O)O)cc1)OCO2	4	-0.1	3	1	92	9	-1.3	5	-4
CCN(Cc1cccs1)C(=O)c1cccc(S(=O)(=O)N2CCN(C)CC2)c1	nt	0.4	nt	3	108	-16	nt	-12	19
CCC(C)NC(=O)Cn1cnc([N+](=O)[O-])c1 (stereo not drawn)	-2	-0.1	-2	3	114	-3	0.7	1	6
O=C(/C=C/c1ccc(Cl)cc1)Nn1c(-c2cccs2)nc2ccccc2c1=O	-1	0.0	-3	3	113	6	1.0	3	-4
Cc1ccccc1C(=O)N1CCC(C(N)=O)CC1	0	0.0	12	-1	86	-12	-1.5	-2	1
CC(=O)/C(C#N)=C1\NC(=O)C(Cc2ccccc2)S1 (stereo not drawn)	1	0.0	8	1	119	6	-0.6	2	6
Cc1ccccc1CN1CCc2cc([N+](=O)[O-])ccc21	1	1.1	-4	-15	125	-8	1.8	-2	-11
CC(=O)Nc1ccc(S(=O)(=O)N[C@@H](C)C(=O)OCc2cc([N+](=O)[O-])cc3c2OCOC3)cc1	-2	-0.1	-5	5	106	19	4.1	3	-18
COC(=O)COc1ccc(C(=O)Cn2c(NCCCO)nc3ccccc32)cc1	3	0.1	-1	-4	108	8	2.7	8	10
CS(=O)(=O)c1ccc(-c2nnn(CC(=O)N3CCCCC3)n2)cc1	-1	0.0	11	1	105	5	-0.2	4	1
